# Screening data from PubChem BioAssay.
# Vif imaging: inhibitors of HIV Vif; HEK293T cells, Vif self-association by quenched fluorescence, imaging, 24 h; inhibition, % at 7.49 µM; 340,000 tested, 0.35% active; AID 602346; in the data active means inhibition above about 50%, passing the limit was not always enough; further: some results filed as inactive read as strong as hits
# CF NFkB block: inhibitors of cystic fibrosis induced NF-kB; KKLEB NF-kB-GFP reporter, PAF-induced, GFP fluorescence overnight; inhibition, % at 5 µM; 360,000 tested, 0.86% active; AID 588850;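 active means at least 50% inhibition at 5 µM, scaled per plate between neutral and stimulator controls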;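 further: PAF is a Pseudomonas aeruginosa culture filtrate used as stimulus; plate controls were PAF-stimulated DMSO wells for no effect and unstimulated DMSO wells for full effect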
# MITF TRPM1 inh: inhibitors of MITF-driven TRPM1 promoter in melanoma cells; SK-MEL-5 TRPM1 promoter luciferase, 24 h; inhibition, % at 12.5 µM; 330,000 tested, 0.83% active;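 active means mean inhibition across replicates of 60% or more, whatever share of single replicates reaches that level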; further: values of inactives mirror those of a sister screen read the other way
# KKLEB tox: counter-screen for CF NF-kB inhibitors: cytotoxicity | 360,000 tested, 0.36% active | KKLEB CF airway cells viability, ATPlite luminescence, overnight; hits give low values; cells stimulated with P. aeruginosa culture filtrate | activity change (cytotoxicity), % at 5 µM | AID 602141;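 active means corrected activity change at or below -50% at 5 µM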
# CaV13 FRET inh: Primary screen for inhibitors of IQ motif and Ca2+-dependent inactivation inhibitor domain binding in CACNA1D, Förster resonance energy transfer in living cells, …; inhibition, % at 12.3 µM; 340,000 tested, 0.098% active; HEK cells, CFP/YFP FRET ICDI-IQ, plate reader, 10 min; percent FRET-ratio fall versus neutral wells;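 active means mean replicate inhibition of at least 30% and at least 1% of replicates passing that level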;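 further: 0% = median of the neutral control wells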
# PDI inh: inhibitors of human protein disulfide isomerase; inhibition, % at 10 µM; AID 588391; P07237; PDI insulin aggregation turbidity, A650, 90 min; 350,000 tested, 0.052% active;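 active means mean inhibition across replicates of 30% or more, whatever share of single replicates reach that level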;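 further: absorbance from insulin aggregation driven by PDI reduction with DTT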
# Target sequence (P07237 whole entry, looked up): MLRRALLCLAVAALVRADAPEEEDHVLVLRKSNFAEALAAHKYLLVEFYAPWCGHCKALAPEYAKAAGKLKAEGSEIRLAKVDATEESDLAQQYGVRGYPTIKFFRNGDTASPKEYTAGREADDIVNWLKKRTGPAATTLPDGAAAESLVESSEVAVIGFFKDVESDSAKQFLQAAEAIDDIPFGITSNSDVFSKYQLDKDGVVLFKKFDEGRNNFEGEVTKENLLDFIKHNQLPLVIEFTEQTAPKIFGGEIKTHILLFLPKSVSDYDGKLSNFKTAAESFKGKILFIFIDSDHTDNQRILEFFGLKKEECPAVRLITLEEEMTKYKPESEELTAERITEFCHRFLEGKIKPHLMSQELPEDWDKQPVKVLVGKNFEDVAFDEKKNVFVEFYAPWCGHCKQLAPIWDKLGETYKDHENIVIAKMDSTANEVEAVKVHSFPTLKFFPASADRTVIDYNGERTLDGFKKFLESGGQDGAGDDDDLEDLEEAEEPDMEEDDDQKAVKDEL
# NR2E3 ag-1: agonists of human NR2E3 nuclear receptor; Q9Y5X4; CHO-S Gal4-NCOR/VP16-NR2E3 two-hybrid, luciferase; inhibition of corepressor binding, % at 3.98 µM; 360,000 tested, 0.35% active; AID 602229;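 active means inhibition above the mean of all tested compounds plus 3 SD, cut at about 70% in these data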;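 further: 0% = DMSO with NR2E3 transfected cells and 100% = cells lacking NR2E3 construct; higher means lower luciferase signal from less NR2E3 corepressor binding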
# Target sequence (Q9Y5X4 whole entry, looked up, the tested form may be a part): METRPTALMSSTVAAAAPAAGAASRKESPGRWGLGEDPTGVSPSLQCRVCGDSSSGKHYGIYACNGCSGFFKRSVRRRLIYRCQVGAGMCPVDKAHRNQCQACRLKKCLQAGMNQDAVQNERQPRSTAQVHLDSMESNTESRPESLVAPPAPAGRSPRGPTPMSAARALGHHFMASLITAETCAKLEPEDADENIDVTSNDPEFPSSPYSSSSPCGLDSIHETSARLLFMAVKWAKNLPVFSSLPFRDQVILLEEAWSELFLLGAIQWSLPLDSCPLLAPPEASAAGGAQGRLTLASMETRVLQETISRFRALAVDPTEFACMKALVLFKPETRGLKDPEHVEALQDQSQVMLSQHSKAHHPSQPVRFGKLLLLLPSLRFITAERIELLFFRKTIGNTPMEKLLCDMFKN
# Shn3 inh set2: reduces Shn3 3'UTR luciferase signal in osteoblasts; Clone20 osteoblast Shn3 3'UTR firefly luciferase, 24 h; AID 588674; 360,000 tested, 0.52% active; inhibition, % at 12.5 µM;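 active means mean inhibition of at least 75% with every replicate also reaching 75%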;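 further: 0% = median of neutral control wells and 100% = pilot-screen positive control compound; some compounds past the cut are filed as inactive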
# Peg3 promoter: reduces Peg3 promoter-driven luciferase expression in HeLa | HeLa PEG-Prom luciferase reporter, luminescence, overnight | inhibition, % at 20 µM | 360,000 tested, 1.7% active;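 active means inhibition of at least 50% at 20 µM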
# HIF-2a block: HIF-2a inhibition. 786-0 RCC cells HIF-2a reporter, luciferase luminescence, overnight. inhibition, % at 18.8 µM. 360,000 tested, 0.72% active;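 active means inhibition of the luminescence signal of 40% or more relative to plate controls, in a single-dose primary screen at 18.75 µM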
# NR2E3 ag-2: activates human photoreceptor nuclear receptor NR2E3; AID 2300; GST-NR2E3/biotin-RetCOR TR-FRET, 1536-well; inhibition of corepressor binding, % at 4.78 µM; 320,000 tested, 0.12% active; Q9Y5X4;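 active means percent inhibition above the cutoff of mean plus 3 SD of all tested compounds, set per screening campaign, cut at about 20% in these data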;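 further: 0% = DMSO wells and 100% = biotin wells as full block of FRET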
#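 system = GST-tagged NR2E3 plus biotinylated RetCOR corepressor | input = 1.35 nM GST-NR2E3 | also added = 7 nM biotin-RetCOR | schedule = 5 h incubation at 4 °C | measured by = TR-FRET with europium anti-GST and streptavidin-D2, 340 nm excitation | read-out = percent loss of FRET ratio relative to control wells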
# Numbers without * were called inactive; . = not tested or not shown; & = joins results of further samples. Not all compounds are listed; count on the stated rates, not on these rows.
SMILES,Vif imaging,CF NFkB block,MITF TRPM1 inh,KKLEB tox,CaV13 FRET inh,PDI inh,NR2E3 ag-1,Shn3 inh set2,Peg3 promoter,HIF-2a block,NR2E3 ag-2
COC(=O)C1=C(c2ccc(OCc3ccccc3)cc2)C[C@@H]2CC[C@H]1N2C(=O)NCc1ccc(F)cc1,1,-1,.,3,-5,-4,-21,47,19,-18,.
COC(=O)CC1=C(C(=O)OC)C2(C(=O)Nc3c(C)cccc32)C(C#N)=C(N)O1 (centres undefined),-7,6,18,6,-5,3,1,11,13,4,-3
CC(C)(C)c1ccc(S(=O)(=O)N2CC3CC(C2)c2cccc(=O)n2C3)cc1 (centres undefined),-2,9,-2,-6,-9,-5,10,-25,22,16,0
Fc1ccc(N2CCN(Cc3ccc4c(c3)OCO4)CC2)cc1,0,-5,-1,2,-4,4,9,12,18,-5,0
COC(=O)C1=C(c2ccc(C(C)=O)cc2)C[C@@H]2CC[C@H]1N2C(=O)NCCO,-2,9,-3,-21,-4,10,10,-2,-20,-2,-1
c1cc2n(c1)-c1c(ccc3c1OCO3)CNC2c1ccc2c(c1)OCO2 (centres undefined),.,5,-3,-10,-2,0,-25,-5,-19,-31,4
COc1ccc(NC(c2ccccc2)P(=O)(Oc2ccccc2)Oc2ccccc2)cc1 (centres undefined),36,-1,-1,4,-3,-11,-2,0,-9,5,0
CCOC(=O)c1nc2ccccc2c(=O)n1-c1ccc(C)cc1,9,7,-6,8,-3,9,-33,10,27,7,1
CNC(C(=O)c1ccccc1)C(OC)c1cccc([N+](=O)[O-])c1 (centres undefined),-8,-3,2,2,-13,-2,-33,20,1,1,2
Cc1c(C=C2C(=O)N(C)C(=O)N(C)C2=O)c(=O)n(-c2ccccc2)n1C,0,7,8,-23,-5,10,6,23,10,19,0
O=c1[nH]c(CN2CC=C(c3ccccc3)CC2)nc2scc(-c3ccccc3)c12,2,-15,4,10,-3,1,-47,8,24,9,2
O=c1c2ccccc2nc(Cc2ccccc2)n1-c1ccccc1O,-1,6,5,-12,-5,-2,-20,-4,5,4,1
O=C1CC(c2cccnc2)=NN1c1ccc(Cl)cc1Cl,0,2,7,-16,16,-1,-19,5,4,-5,5
C/C(=N\N1CCCCCC1)c1c(O)n(-c2ccc(Cl)cc2)c(=O)[nH]c1=O,8,19,-25,-20,-5,4,12,10,-18,-2,2
O=C(N/N=C1/CN2CCC1CC2)c1cccc(O)c1,-6,-8,4,4,-6,5,-90,-25,0,9,-2
O=c1[nH]c(=S)[nH]c(O)c1C(c1ccccn1)c1c(O)[nH]c(=S)[nH]c1=O,6,2,-12,6,-5,-2,-5,15,1,12,-4
N=c1c[n+](CC23CC4CC(CC(C4)C2)C3)[n-]o1,6,2,12,-6,.,0,-19,8,15,16,-2
CCN1CCN(Cc2ccc(OC(F)(F)F)cc2)CC1,1,0,0,26,-4,3,-17,-14,8,6,1
O=P(NC(c1ccccc1)c1ccccc1)(Oc1ccccc1)Oc1ccccc1,-15,10,-13,-4,-5,-4,-1,20,13,15,0
CCC(=Nc1ccc(OC)cc1OC)c1c(O)n(C)c(=O)n(C)c1=O,-12,12,13,0,.,-7,19,29,16,21,0
CS(=O)(=O)NCc1nnc2n1-c1ccc(Cl)cc1C(c1ccccc1)=NC2,-2,18,7,-2,-3,-9,3,0,20,7,2
OC(c1cccc(Cl)c1)(c1cccc(Cl)c1)C1CN2CCC1CC2 (centres undefined),2,18,-1,-10,-4,2,-10,6,96*,11,1
O=C1NC(=S)NC(=O)C1=Cc1ccc2c(c1)CCN2CCCCl,4,5,.,-4,.,1,-21,4,18,20,4
CCOP(=O)(C#CC(C)(C)C)C(C)(O)c1ccccc1 (centres undefined),-2,-14,4,8,0,-5,-29,-16,10,18,2
CN1CCN(c2ccc([N+](=O)[O-])c3cccnc23)CC1,-36,5,3,0,.,1,-54,8,-37,8,1

# Remaining list, next part.
SMILES,Vif imaging,CF NFkB block,MITF TRPM1 inh,KKLEB tox,CaV13 FRET inh,PDI inh,NR2E3 ag-1,Shn3 inh set2,Peg3 promoter,HIF-2a block,NR2E3 ag-2
N#CCCn1cc(C(=O)Nc2ccccc2Br)c(-c2ccc3c(c2)OCCO3)n1,0,0,-11,14,-5,-4,-7,-12,16,18,0
COc1ccc(C(C)=O)cc1CN1CC=C(c2ccccc2)CC1,-23,-2,10,-2,.,-3,-21,8,11,12,2
CN(C)N=O,-5,5,-4,6,.,.,2,9,-7,11,0
Cc1ccc(-n2cc(CNC(C)Cc3cnccn3)c(-c3cccc(C)c3)n2)cc1 (centres undefined),16,3,-17,-6,0,8,-7,6,-11,-28,3
CC(C)C1(C)N=C(c2nc3ccccc3cc2C(=O)O)NC1=O (centres undefined),31,7,7,-3,-2,6,-23,-19,10,11,-3
COC(=O)C1=C(c2cc3ccccc3s2)C[C@@H]2CC[C@H]1N2C(=O)NCc1ccc(C(F)(F)F)cc1,-7,5,1,-17,-7,-4,37,55,38,24,-1
Cc1ncoc1C(=O)NCC1=C(c2ccc3ccccc3c2)C[C@@H]2CC[C@H]1N2Cc1ccco1,-2,-3,.,0,-4,5,-14,8,-19,-2,.
CC(N)Cc1c[nH]c2cc3c(cc12)OCCO3 (centres undefined),8,-8,3,9,.,1,0,-5,-21,8,0
Cc1cccc(OC(=O)N2CCOCC2)c1,0,-2,6,-2,-5,-3,-3,-11,21,3,13
CC(C)Oc1ccc(C2C(C#N)=C(N)Oc3c2c(=O)oc2ccccc32)cc1 (centres undefined),7,-3,7,-5,-5,4,-1,12,7,14,-3
O=[N+]([O-])c1ccc(C2C3C(c4ccccc4)=NC4(CCCC4)N32)cc1 (centres undefined),-3,5,4,0,-5,12,5,8,13,16,0
OCc1cnc[nH]1,-2,4,4,-3,-4,3,-2,3,-2,5,0
Cc1cc(N(CCCl)CCCl)ccc1C=NNC(=O)Cc1cc(=O)oc2cc(O)ccc12,-2,0,0,0,-16,6,0,11,31,-9,.
CN(C)C(=O)On1c(-c2ccccc2)nc2ccc(Cl)cc21,-2,-2,0,-1,.,-3,-42,-15,-107,-183,3
OCC[n+]1c2ccccc2nc2ccc(N3CCOCC3)cc21,0,-2,.,4,-15,3,-10,-1,13,11,-52
Cc1nc2ccccc2c(=O)n1-c1ccncc1,-12,12,1,2,-1,0,8,16,4,20,3
Cc1ccc(C(=O)C2(C)N(O)C(C)C(c3cccs3)=[N+]2[O-])cc1 (centres undefined),11,10,-6,-4,-8,-8,-18,-4,7,11,1
Cc1ccc2c(c1)c(=O)c1c3n2CCN(CC#N)C3CC1 (centres undefined),-31,2,-2,3,0,12,-8,-4,6,0,1
CN1CCN(C(=O)O[C@H]2c3nccnc3C(=O)N2c2ccc(Cl)cn2)CC1,-9,-6,-7,7,-19,-7,7,-13,-2,-4,1
Cn1cccc1/C=C1\C(=O)NC(=O)N(Cc2ccccc2Cl)C1=O,-2,30,5,-4,-1,6,-26,-8,22,13,.
O=C(Cn1ncc2c3ccccc3n(Cc3ccc(F)cc3)c2c1=O)N1CCC2(CC1)OCCO2,-18,3,9,-1,.,-5,-2,3,24,16,-3
COC(=O)C1=C(c2ccccc2)C[C@@H]2CC[C@H]1N2C(=O)NCCNC(C)=O,-9,0,6,6,-11,0,0,-4,-7,14,2
CC(=O)c1c(O)n(C)c(=S)n(-c2ccccc2)c1=O,3,-1,4,9,-4,2,2,-3,21,5,0
COC(=O)C1=C(c2ccc(Cl)c(C(F)(F)F)c2)C[C@@H]2CC[C@H]1N2C(=O)N1CCCC1,0,14,9,-13,-6,7,-3,23,10,12,0
Cc1c(C(c2ccc(Cl)cc2Cl)c2c(O)c3ccccc3oc2=O)c(=O)n(-c2ccccc2)n1C (centres undefined),-15,2,-1,5,-3,3,-11,-2,-6,13,4

# Molecules from the list above that have a nitro group on carbon, in the order listed:
SMILES,Vif imaging,CF NFkB block,MITF TRPM1 inh,KKLEB tox,CaV13 FRET inh,PDI inh,NR2E3 ag-1,Shn3 inh set2,Peg3 promoter,HIF-2a block,NR2E3 ag-2
CNC(C(=O)c1ccccc1)C(OC)c1cccc([N+](=O)[O-])c1 (centres undefined),-8,-3,2,2,-13,-2,-33,20,1,1,2
CN1CCN(c2ccc([N+](=O)[O-])c3cccnc23)CC1,-36,5,3,0,.,1,-54,8,-37,8,1
O=[N+]([O-])c1ccc(C2C3C(c4ccccc4)=NC4(CCCC4)N32)cc1 (centres undefined),-3,5,4,0,-5,12,5,8,13,16,0

# Next section.
SMILES,Vif imaging,CF NFkB block,MITF TRPM1 inh,KKLEB tox,CaV13 FRET inh,PDI inh,NR2E3 ag-1,Shn3 inh set2,Peg3 promoter,HIF-2a block,NR2E3 ag-2
COc1ccc(CN2C(=O)NC(=O)/C(=C/c3ccoc3)C2=O)cc1,-2,-28,3,12,26,-5,25,9,21,23,4
CCCCn1c(C)c(C(=O)O)c2cc(OC)ccc21,25,22,11,-4,-8,3,-21,8,7,11,2
Cc1ccc(N2C(=O)NC(=O)/C(=C\c3cn(CC(=O)O)c4ccccc34)C2=O)cc1,-2,-6,5,6,-2,18,-15,12,-8,12,3
CCN(CC)C(=O)c1ccc(NC(=O)c2cccc(C(F)(F)F)c2)cc1,6,1,-15,-2,-1,-1,-18,20,-29,-32,2
Fc1cccc(C2NCCc3[nH]cnc32)c1 (centres undefined),-10,2,5,2,-4,-17,1,-11,28,17,1
Cc1cc(C=O)c(C)n1C1CCCCC1,-3,-9,1,1,.,-2,-13,12,-21,5,3
COC(=O)C1=C(c2ccc3ccccc3c2)C[C@@H]2CC[C@H]1N2C(=O)NC1CCCCC1,-5,28,8,-12,.,1,8,-1,20,15,-1
CCCCC12CNCC(C)(CNC1)C2=O,-12,11,10,4,-4,-6,19,10,12,33,-3
COc1ccccc1CN1CCN(C(=O)Cc2ccccc2)CC1,15,5,1,1,-5,1,-8,10,7,7,2
N#CC1=C(N)Oc2c(c(=O)oc3ccccc23)C1c1ccccc1OC(=O)c1cccs1 (centres undefined),0,43,21,-18,-3,6,6,-24,20,18,0
Cc1ccc(N=Nc2c(O)[nH]c(=O)[nH]c2=O)c([N+](=O)[O-])c1,-1,-60,13,-4,-4,0,-8,6,15,15,0
CS(=O)(=O)c1ccc(C2=C(CNC(=O)c3ccc([N+](=O)[O-])cc3)[C@H]3CC[C@@H](C2)N3CCOc2ccccc2)cc1,-8,-16,.,10,-3,1,-4,4,-15,-1,.
CC(C)n1c(O)c(C=NCc2cccnc2)c(=O)[nH]c1=S,3,4,-9,-10,-19,-5,6,-94,12,19,-1
COc1ccc(-c2nc(CSCC(=O)N3CCC4(CC3)OCCO4)c(C)o2)cc1OC,3,13,-3,-6,-3,4,-27,10,-5,4,2
Cc1nc2ccccc2c(=O)n1-c1ccc(Br)cn1,5,-6,-13,7,-5,6,-15,-2,-1,7,-2
CN1CCC2(CC1)C(C#N)=C(N)NC(S)=C2C#N,1&0,-11&-6,7&-3,4&8,-5&-24,-8&2,-8&19,12&-8,-8&-26,6&2,2&4
